S3 lipid droplet – qHTS Assay for Lipid Storage Modulators in Drosophila S3 Cells; Drosophila S3 cells, BODIPY lipid droplet fluorescence, 18-24 h; cells fed with added oleic acid; AID 2685; hit rate 0.64% among 320,000; lipid storage change, negative = inhibition, % at the top dose, mostly 46.1 µM; hits show Potency in µM; active = well fitted inhibition curve with a large enough effect in the signal ratio, with a control signal flat, not every such curve was filed as active; inconclusive = small, poorly fitted or top-dose-only effect, or effect the other way, or a change in a side signal; the % refers to the signal ratio
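Drosophila S3 cells loaded with oleic acid (400 uM, as added) and compounds at several concentrations; lipid droplets imaged by 488-nm laser-scanning cytometry, 500–530 nm intensity and object ratio to cell channel. Percent activity normalized to 20 uM Triacsin C.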
S3 lipid droplet cell count max – also measured in S3 lipid droplet; calls as there; cell number change, %; measured here: cell count max response;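 cells counted by Cell Tracker Red CMTPX staining in the red channel; peak over a dose series mostly up to 46.1 µM; percent activity relative to internal control wells on each plate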
* marks the source's active call; other numbers are inactive results; i = inactive; ? = inconclusive; . = not tested or not shown. % is set by controls: 0 for no effect and ±100 for the full control effect; potency is the fitted concentration of half-maximal effect.

Compound	S3 lipid droplet	S3 lipid droplet cell count max
O=C(NCCc1cccc(C(F)(F)F)c1)C1CCC(=O)N(CCc2cccc(F)c2)C1 (stereo unspecified)	i	-10
CC(O)c1cccc(NC(=O)Nc2cccc(NC(=O)Nc3cccc(C(C)O)c3)c2)c1 (stereo unspecified)	0%	15
COc1ccc2c(c1)c1nc3n(c(=O)c1n2CC(=O)Nc1ccccc1)CCS3	?	.
O=C(COc1ccc(S(=O)(=O)NC2CCCCC2)cc1)NC1CCCC1	-11%	-18
O=C(NCc1ccc2c(c1)OCO2)C1CCN(S(=O)(=O)N2CCOCC2)CC1	10%	26
COC(C[C@@H](O)C[C@H](O)COCc1ccccc1)OC	-4%	10
O=C(O)c1cccc(Nc2cc(Cl)c3nonc3c2[N+](=O)[O-])c1	?	.
Cc1ccccc1NC(=O)CSc1ccc2nnc(-c3ccccn3)n2n1	3%	17

The list goes on.
Compound	S3 lipid droplet	S3 lipid droplet cell count max
CCOC(=O)c1c(C)sc2c1N(C(=O)CN1CCOCC1)c1cc(Cl)ccc1S2	?	.
CC1(C)CC(=O)C2=C(C1)OC(N)=C([N+](=O)[O-])C2c1ccc(C#N)s1 (stereo unspecified)	?	.
CCN1C(=O)[C@@H]2[C@@H](c3ccc(-c4ccc(OC)cc4)cc3)N3CCCC[C@@]3(C(=O)OC)[C@@H]2C1=O	?	.
COc1ccccc1N(CC(=O)N(c1ccccc1)C(C)C)S(=O)(=O)c1cccs1	?	.
CCOCCCNC(=O)CCn1nc(-c2ccc(Cl)cc2)ccc1=O	-14%	-15
CC(C)OCCCNC(=O)COCC(=O)Nc1ccc(OCCc2ccccc2)cc1	?	.
N#C/C(=C\c1ccccc1)C(=O)N(c1ccccn1)C1CCCCC1	?	.
C/C(=N\O)c1ccn(S(=O)(=O)c2ccc(Cl)cc2)c1	?	.

New compounds follow.
Compound	S3 lipid droplet	S3 lipid droplet cell count max
COc1ccccc1CNc1ncnc2c1nnn2Cc1ccccc1	18%	0
Cc1ccc(C(=O)N2CCCC2)cc1S(=O)(=O)Nc1cccc(C)c1C	5%	12
O=C(OCCN1CCOCC1)c1ccc(Cl)cc1Cl	19%	-1
CC(=O)c1cc2c(cc1NC(=O)CN1CCCCCCC1)OCO2	?	.
COC(=O)C1=C(C(=O)OC)[C@@H]2N(Cc3ccccc3)c3ccccc3[C@@]23C[C@@H](C(=O)OC)N=C3N1	-1%	10
CCOC(=O)CC1ON(C)C(=O)N1c1ccc(Cl)cc1Cl (stereo unspecified)	?	.
Cc1nc2ccccn2c1C(=O)N/N=C/c1ccc(F)cc1	?	.
C=C(C)COc1ccc(-c2ncnc(C(F)(F)F)c2-c2ccccc2)c(O)c1	?	.

New compounds follow
Compound	S3 lipid droplet	S3 lipid droplet cell count max
Cc1cc(S(=O)(=O)Nc2cccc(O)c2)c(C)s1	10%	-15
O=S(=O)(NCC(c1ccco1)N1CCN(c2ccc(F)cc2)CC1)c1ccc2c(c1)OCCO2 (stereo unspecified)	?	.
COc1ccc(F)cc1C(=O)C1CCCN(Cc2c[nH]c3ccccc23)C1 (stereo unspecified)	12%	-1
CCCCOC(=O)/C(=C\c1ccc([N+](=O)[O-])o1)NC(=O)c1ccccc1	-1%	-6
CN1CCCN(C(=O)CSc2ccccc2)CC1	3%	11
O=C(NCCC(c1ccccc1)c1ccco1)c1cccs1 (stereo unspecified)	-2%	0
O=C(Nc1nnc(SCc2ccc(Cl)cc2)s1)c1cnccn1	?	.
CC1CCC(NC(=O)c2ccc(N3CCCC3=O)cc2)CC1 (stereo unspecified)	24%	.

Following part:
Compound	S3 lipid droplet	S3 lipid droplet cell count max
CCC(=O)N1CCNC(=O)C1CC(=O)Nc1ccc(C)c(Cl)c1 (stereo unspecified)	19%	20
c1ccc2c3n(nc2c1)CCCO3	6%	19
COc1ccccc1NC(=O)CSCc1cc(=O)n2c(C)csc2n1	?	.
COC(=O)Cn1cnc2c(cnn2-c2ccc(C)cc2)c1=O	?	.
O=[N+]([O-])c1cc(O)c2ncccc2c1	-3%	3
COc1ccc(NC(=O)CN(C)C(=O)CNC(=O)c2sc3ccccc3c2Cl)cc1	?	.
NC(=O)CSc1nnc(NC(=O)c2cccc(S(=O)(=O)N3CCCCC3)c2)s1	-3%	2
Cc1[nH]c2ccc(C(=O)Nc3ccncc3)cc2c1C	?	.

Following part
Compound	S3 lipid droplet	S3 lipid droplet cell count max
COc1ccc(CCNC(=O)C2CCN(C(=O)c3ccc(Br)cc3)CC2)cc1OC	?	.
Cc1nc2c(C#N)c(-c3ccc(Cl)cc3)ccn2n1	2%	-7
O=C(NCCc1ccccc1)c1ccc(NC2=NC3CS(=O)(=O)CC3S2)cc1 (stereo unspecified)	?	.
COCCOC(=O)C1=C(C)N(c2ccccc2)C(=O)NC1c1cccc([N+](=O)[O-])c1 (stereo unspecified)	-11%	-14
COc1cccc(CN2CCN(S(=O)(=O)c3ccc(NC(C)=O)cc3)CC2)c1OC	?	.
Cc1ccc(-n2c(O)c(C=NCc3ccccn3)c3ccccc3c2=O)cc1C	?	.
CC(=O)N1CC2([N+](=O)[O-])CN(C(C)=O)CC([N+](=O)[O-])(C1)C2(C)C	?	.
O=[N+]([O-])c1c(NCCCO)cc(Sc2ccc(Cl)cc2)c2nonc12	?	.

Other records follow:
Compound	S3 lipid droplet	S3 lipid droplet cell count max
COCCN(Cc1ccccc1)C(=O)C1CCN(S(=O)(=O)c2ccc(OC)c(OC)c2)CC1	?	.
CN(Cc1ccccc1)C(=O)COC(=O)c1ccc(=O)n(Cc2ccccc2)n1	?	.
N#C/C(=C(/O)CN1CCCCC1)c1nc(-c2ccc(Cl)cc2)cs1	19%	12
NC(=O)N/N=C(/CCCCCC/C(=N\NC(N)=O)c1ccccc1)c1ccccc1	-12%	2
COc1ccc(C(=O)N2CCCc3ccccc32)cc1OC	?	.
O=C(NCCCN1CCOCC1)c1ccc(Br)cc1	?	.
Cc1sc2nc(-c3ccncc3)[nH]c(=O)c2c1-c1ccccc1	-2%	16
O=C(Nc1ccncc1)c1c(Cl)cccc1Cl	?	.

More results follow:
Compound	S3 lipid droplet	S3 lipid droplet cell count max
COc1ccc(C(=O)NCc2nnc(SCC(=O)N3CCC(C)CC3)o2)cc1	?	.
O=C(NCCO)c1ccc(-c2nnc(Nc3ccc(O)cc3)c3ccccc23)cc1	?	.
CC(=O)NC1(C(F)(F)F)C(=O)Nc2c1c(=O)[nH]c(=O)n2-c1ccccc1 (stereo unspecified)	-15%	5
Nc1cc(C(=O)N/N=C/c2cccc([N+](=O)[O-])c2)n[nH]c1=O	?	.
COc1ccc(CC(=O)OCC(=O)NCC2CCCO2)cc1OC (stereo unspecified)	-16%	-7
CCn1nc(C(=O)O)c(=O)c2cc3c(cc21)OCO3	10%	2
O=c1onc(-c2cccs2)n1Cc1ccccc1	-17%	-13
COc1ccc(CC(=S)N2CCOCC2)cc1	?	.

Next part:
Compound	S3 lipid droplet	S3 lipid droplet cell count max
Cc1ccc(C(=O)N/C(=C/c2ccco2)C(=O)Nc2cccc(C(=O)O)c2)cc1	1%	0
CCOC(=O)N1CCN(C(=O)CSc2nnc(-c3ccccc3OC)o2)CC1	?	.
CCn1c(SCC(=O)c2[nH]c(C)c(C(C)=O)c2C)nnc1-c1cccs1	0%	-10
O=S(=O)(c1cccc(F)c1)N1CCN(C(=S)NCC2CCCO2)CC1 (stereo unspecified)	?	.
Cc1cccc(NC(=S)NC2CC3CCCC(C2)N3Cc2cccs2)c1 (stereo unspecified)	?	.
CCC(CC)C(=O)OCC(=O)Nc1cccc(S(=O)(=O)N(C)c2ccccc2)c1	-14%	1
O=C(/C=C\c1ccccc1[N+](=O)[O-])Nc1ccccc1	15%	6
COc1ccc(Cl)cc1C(=O)Nc1cccnc1Cl	?	.

Single entries from the list.
In S3 lipid droplet cell count max, O=C(/C=C\c1ccccc1[N+](=O)[O-])Nc1ccccc1 is listed with 6
In S3 lipid droplet cell count max, CCC(CC)C(=O)OCC(=O)Nc1cccc(S(=O)(=O)N(C)c2ccccc2)c1 is listed with 1

Next part.
Compound	S3 lipid droplet	S3 lipid droplet cell count max
O=C(Nc1ccc(N2CCOCC2)cc1)C1CC(=O)N(c2ccc(Cl)cc2)C1 (stereo unspecified)	12%	-11
CCc1ccc(N2CC(C(=O)OCC(=O)NC3CCS(=O)(=O)C3)CC2=O)cc1 (stereo unspecified)	4%	9
CCN(CC(=O)NCCc1ccc(S(N)(=O)=O)cc1)Cc1ccccc1	?	.
O=C(Nc1cccc(F)c1)Nc1ccnn1C1CCN(C(=O)CCN2CCCO2)CC1	?	.
Fc1ccc(COc2ccc(C(=S)N3CCCC3)cc2)cc1	?	.
COc1ccc(NS(=O)(=O)c2ccc(NS(=O)(=O)c3cccs3)cc2)c(OC)c1	?	.
CCNc1nc2c(c(=O)[nH]c(=O)n2C)n1Cc1ccc(F)cc1	?	.
COc1ccc(/C(O)=C2/C(=O)C(=O)N(c3ccccn3)C2c2ccc(OC)c(OC)c2)cc1 (stereo unspecified)	?	.

Other entries
Compound	S3 lipid droplet	S3 lipid droplet cell count max
C/C(=N\NC(=O)c1cc(C)nc2ccccc12)c1ccccn1	?	.
COc1ccccc1N1CCN(C(=O)CSc2ccccc2)CC1	-5%	8
O=C1CSC2(N1)C1CC3CC(C1)CC2C3 (stereo unspecified)	?	.
COc1cc(/C=C(\C#N)C(=O)Nc2ccccc2C(=O)O)cc(Cl)c1OC	?	.
CC1CC(C)CN(C(=S)SCc2nc(N)nc(Nc3ccccc3)n2)C1 (stereo unspecified)	7%	6
O=C(Nc1ncc(Cc2ccccc2Cl)s1)C1CCCO1 (stereo unspecified)	-10%	1
Oc1ccc2ccccc2c1/C=N/c1nccs1	-6%	-2
C=CCNc1nc(C(=O)OCC(=O)Nc2c(Cl)cccc2C(F)(F)F)cs1	8%	19

(next part)
Compound	S3 lipid droplet	S3 lipid droplet cell count max
CC1CCC2(CC1)NC(=O)N(NC(=O)CCl)C2=O (stereo unspecified)	i	.
COc1ccc(S(=O)(=O)N2CCN(C3Cc4ccccc4C3)CC2)cc1	?	.
COc1ccc(S(=O)(=O)N2CCCN(CC(=O)Nc3ccc4c(c3)OCO4)CC2)cc1	?	.
NC1=C(c2ccc(F)cc2)C(=O)CS1	?	.
CCN(CC)S(=O)(=O)c1ccc(O)c(C(=O)OCC(=O)N(C)Cc2ccccc2)c1	?	.
Cc1cc(N2C(=O)C(O)=C(C(=O)c3cc4ccccc4o3)C2c2ccc(Cl)cc2)no1 (stereo unspecified)	?	.
CC1CCCC(C)N1/N=C/c1ccc(N(C)C)cc1 (stereo unspecified)	?	.
COc1ccc(CNC(=O)[C@H](Cc2ccccc2)NC(=O)C2CCNCC2)cc1	i	11

(next part)
Compound	S3 lipid droplet	S3 lipid droplet cell count max
O=C(NC(=S)Nc1ccccc1)c1cccs1	?	.
Cc1ccc2c(c1)NC(=O)C(CC(=O)NCCCN1CCc3ccccc3C1)O2 (stereo unspecified)	?	.
Brc1ccc(Oc2nsnc2N2CCOCC2)cc1	?	.
CCOc1ccc(NC(=O)C2CCCN(S(=O)(=O)c3c(C)n[nH]c3C)C2)cc1 (stereo unspecified)	i	.
CSc1nnc(NC(=O)c2nc(S(=O)(=O)Cc3ccc(C)cc3)ncc2Cl)s1	?	.
Clc1ccccc1Cn1nnc2c(NCCN3CCOCC3)ncnc21	i	.
O=C(Cc1ccc(Cl)cc1)Nc1ccccc1N1CCOCC1	-9%	-23
Nc1nc2n(n1)C(c1ccco1)CC(c1ccc(Cl)c(Cl)c1)N2 (stereo unspecified)	?	.

(listing goes on)
Compound	S3 lipid droplet	S3 lipid droplet cell count max
Cc1ccc(S(=O)(=O)c2cn(C)c3cc(N4CCN(C)CC4)c(F)cc3c2=O)cc1	?	.
COc1ccccc1NS(=O)(=O)c1ccc2oc(SC(C)C(=O)N3CCNC3=O)nc2c1 (stereo unspecified)	4%	-8
COc1cccc(NC(=O)CN(C)C(=O)c2c(C)nn(Cc3ccc(C)cc3)c2Cl)c1	?	.
Cc1ccc2c(c1)C1C=CCC1C(C(=O)O)N2 (stereo unspecified)	5%	.
Cn1nc(-c2ccc(Cl)cc2)c2cc(C(=O)NCCCN3CCCC3)sc21	?	.
Cc1cccc(OCCCC(=O)Nc2ccc(S(=O)(=O)Nc3nccs3)cc2)c1C	?	.
O=C1/C(=C2/NCCN2C2CC(=O)N(c3ccccc3)C2=O)CC/C1=C\c1ccccc1 (stereo unspecified)	?	.
CC(Cl)C(=O)Nc1c2c(nn1-c1ccccc1)CSC2 (stereo unspecified)	?	.
C[n+]1c(/C=C/c2ccc3c(c2)OCO3)ccc2ccccc21	-5%	-4
Cc1ccc2c(c1)N(C(=O)CCC(=O)N1CCN(c3cccc(C)c3C)CC1)CCO2	-9%	20
O=C(CN1C(=O)c2ccccc2C1=O)Nc1ccccc1C(=O)NC1CCCCC1	?	.

One compound at a time (already shown). Order of values: S3 lipid droplet	S3 lipid droplet cell count max
Cc1ccc(S(=O)(=O)c2cn(C)c3cc(N4CCN(C)CC4)c(F)cc3c2=O)cc1 reads ?	.
O=C(CN1C(=O)c2ccccc2C1=O)Nc1ccccc1C(=O)NC1CCCCC1 reads ?	.
CC(Cl)C(=O)Nc1c2c(nn1-c1ccccc1)CSC2 (stereo unspecified) reads ?	.
Cc1cccc(OCCCC(=O)Nc2ccc(S(=O)(=O)Nc3nccs3)cc2)c1C reads ?	.

From PubChem BioAssay

These rows are one share of the data, so the mix of outcomes need not match the whole.
